Screening data deposited in PubChem BioAssay by National Center for Advancing Translational Sciences (NCATS).
Giardia FBPA inh – blocks Giardia fructose-bisphosphate aldolase activity | 290,000 compounds, 0.71% hits | purified Giardia FBPA | Potency, µM (top dose mostly 59.6 µM), without a hit: top-dose activity, negative = inhibition, actives largely listed as inhibitors | AID 2451 | A8B2U2; active means well fitted inhibition curve with a large enough effect; inconclusive means small, poorly fitted or top-dose-only effect, or effect the other way; further: nearly all actives have a fitted effect of over 55% in size
Target sequence (A8B2U2 whole entry, looked up): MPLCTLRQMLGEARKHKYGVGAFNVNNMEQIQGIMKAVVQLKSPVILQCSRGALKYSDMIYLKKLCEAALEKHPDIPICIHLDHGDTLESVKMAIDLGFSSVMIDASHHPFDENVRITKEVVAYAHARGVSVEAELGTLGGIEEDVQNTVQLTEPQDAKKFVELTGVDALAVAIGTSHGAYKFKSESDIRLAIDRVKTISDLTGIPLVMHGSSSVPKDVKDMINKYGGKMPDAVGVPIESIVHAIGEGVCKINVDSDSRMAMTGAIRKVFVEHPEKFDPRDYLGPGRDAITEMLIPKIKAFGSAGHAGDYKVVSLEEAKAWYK
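40 nM FBPA preincubated 10 min at RT with compound (up to 57.5 uM final), then substrate plus GAPDH/TPI/NAD/arsenate coupling and diaphorase/resazurin added. Fluorescence read after 20 min at RT, 525/598 nm.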
* hit, by the source's call; ? = inconclusive; & = joins results of further samples; [ ] = another dose, or the depositor's remark. On the % scale 0 is the no-effect control and ±100 the full control effect; potency means the concentration at half of the fitted maximal effect. These rows are one share of the data; the hit share may differ from the screen's.

Molecule	Giardia FBPA inh
COc1ccc(Oc2ncc3nc(-c4cccc(C#N)c4)c(=O)n(CCC#N)c3n2)cc1	3%
CO[C@H]1COC(=O)CCC[C@@H](C)[C@H](OC)COC(=O)[C@H]2CCCN2C(=O)C/C=C\[C@@H]1C	1%[12.9 µM]
Cc1cccc(/C=C/c2ccccc2)n1	-7%
COc1ccccc1CNc1ncncc1-c1ccccc1CN(C)C	0%
O=C(c1cccc(F)c1)N1CCC2(CCN(Cc3nccs3)CC2)CC1	5%
COC(=O)CC1Oc2cc3oc4c(c3cc2O1)C(=O)CC(C)(C)C4 (centres undefined)	0%
COc1ccc(-c2oc3cc(O[C@@H]4OC(CO)C(O)C(O)C4O)c(OC)c(O)c3c(=O)c2OC)cc1O (some centres undefined)	-1%
C=CCOC(=O)N[C@H](/C(C(=O)OC)=C(\C)NCc1ccccc1)c1ccc(C)cc1	-4%

New compounds follow:
Molecule	Giardia FBPA inh
CC[C@H](C(=O)[C@H](C)[C@H](O)[C@H](C)CCc1ccc(C)c(O)c1C(=O)O)[C@H]1O[C@](CC)([C@@H]2CC[C@@](O)(CC)[C@H](C)O2)C[C@H]1C	2%[21.7 µM]
N#Cc1ccc(CN2CC3(CCN(C(=O)c4cc(C(F)(F)F)cc(C(F)(F)F)c4)CC3)C2)cc1	3%
CC1OC(OCC2OC(Oc3c(-c4ccc(O)c(O)c4)oc4cc(O)cc(O)c4c3=O)C(O)C(O)C2O)[C@@H](O)C(O)C1O (some centres undefined)	?
CC(C)C[C@@H](CC(=O)N[C@H](CC(=O)N[C@@H]1CCCC[C@H]1C(=O)N[C@H](CC(=O)N[C@@H](CCC(=O)O)CC(=O)O)Cc1ccccc1)C(C)C)NC(=O)[C@@H]1CNCC[C@H]1N	-24%
C[C@]12CCC3c4ccc(O)cc4CCC3C1CCC2OC(=O)CCC1CCCC1 (some centres undefined)	-4%
COc1ccc(-c2ccc3c(n2)CCCN3C[C@H](O)CN2CCCc3nc(-c4ccc(Br)cc4)ccc32)cc1	-7%&-1%[12.9 µM]
COc1cccc([C@@H]2Oc3ccc(Br)cc3C(=O)[C@H]2OC(=O)Nc2ccc(OC(F)F)cc2)c1	-4%
CO[C@@H]1COC(=O)[C@H]2CCCN2C(=O)C/C=C\[C@@H](C)[C@H](OC)COC(=O)[C@H]2CCCN2C(=O)C/C=C\[C@H]1C	1%[12.9 µM]

Following part:
Molecule	Giardia FBPA inh
CC(=O)O[C@H]1C[C@@H](O[C@@H]2[C@H](C)O[C@H](O[C@@H]3[C@H](C)O[C@H](O[C@@H]4CC[C@@]5(C)[C@@H](CC[C@]6(C)[C@]5(C)C[C@H](O)[C@]5(C)[C@@H](C7=CC(=O)OC7)CC[C@@]56O)C4)C[C@@H]3O)C[C@@H]2O)O[C@@H](C)[C@H]1O[C@H]1O[C@@H](CO)[C@@H](O)[C@@H](O)[C@@H]1O	5%[21.7 µM]
CCCCC/C=C\C[C@H](O)/C=C/C=C\C/C=C\CCCC(=O)O	3%
N#Cc1ccccc1-c1cncnc1NCc1cccnc1	1%
O=c1c(CCc2ccccc2)nc2cnc(N3CCNCC3)nc2n1-c1ccccc1	1%
CO[C@]12CC(COC(=O)c3cncc(Br)c3)CN(C)[C@@H]1Cc1cn(C)c3cccc2c13 (some centres undefined)	7%
O=c1c(-c2cccs2)nc2cncnc2n1Cc1ccccc1	4%
C[C@@H]1CC[C@H]2C(=O)NC[C@@H](O)CN2[C@@H]1c1ccc(Br)cc1	-1%[12.9 µM]
COC(=O)[C@]1(C)CC[C@@]2(C)CC[C@@]3(C)C4=CC=C5C(=CC(=O)C(O)=C5C)[C@@]4(C)CC[C@@]3(C)C2C1 (some centres undefined)	-12%

Other results:
Molecule	Giardia FBPA inh
Cc1ccccc1-c1cc(Nc2ccccc2)ncn1	1%
COCOc1cc(OC)ccc1C(=O)/C=C/c1ccc([N+](=O)[O-])cc1	0%
CNc1ncnc2c1ncn2[C@H]1C[C@H](OP(=O)(O)O)[C@H](COP(=O)(O)O)O1	0%
CC12CCCC(O)(C1)C1CC(C)(C)C1CC2 (centres undefined)	0%
N#CCCn1c(=O)c(-c2cccs2)nc2cnc(Nc3ccccc3)nc21	3%
CC(=O)NC(C(=O)O)C(C)(C)SN=O (centres undefined)	2%
Nc1c(S(=O)(=O)O)cc(Nc2ccc(Nc3nc(Cl)nc(Nc4ccc(S(=O)(=O)O)cc4)n3)c(S(=O)(=O)O)c2)c2c1C(=O)c1ccccc1C2=O	12%
N#Cc1c(-c2ccccc2)no[n+]1[O-]	-2%

Two of the compounds above, as labelled records:
CC12CCCC(O)(C1)C1CC(C)(C)C1CC2 (centres undefined)
  Giardia FBPA inh = 0%

N#CCCn1c(=O)c(-c2cccs2)nc2cnc(Nc3ccccc3)nc21
  Giardia FBPA inh = 3%

Later entries
Molecule	Giardia FBPA inh
COc1ccccc1CN1CCCC2(CCNCC2)C1	5%
Cc1cccc(CNc2ncnc3ccc(-c4ccccc4CN(C)C)cc23)c1	-7%
CC(=O)OC1CC[C@]2(C)C(CC[C@@]3(C)C2C(=O)C=C2C4C(C)C(C)CC[C@@]4(C(=O)O)CCC23C)C1(C)C (some centres undefined)	6%
CCCCCCCCCCCCCCCC(=O)O[C@H](CC(=O)O)C[N+](C)(C)C	13%
CC1=CC[C@@]2(CO)COC(c3ccccc3O)C1C2 (some centres undefined)	-3%
COc1cccc(-c2ccc3ncnc(N4CCN(C)CC4)c3c2)c1	-2%
COC(=O)c1ccc(C(NC(=O)OCc2ccccc2)/C(C)=C/[C@@H](C)C(=O)NCc2nc3ccccc3s2)cc1 (some centres undefined)	0%
COc1cccc(Cn2c(=O)c(-c3ccc(F)cc3)nc3cnc(N4CCOCC4)nc32)c1	3%

Later entries.
structure,Giardia FBPA inh
CC(C)C1C(=O)N2CCCC2[C@]2(O)O[C@@](NC(=O)[C@@H]3C=C4c5cccc6[nH]cc(c56)C[C@H]4N(C)C3)(C(C)C)C(=O)N12 (some centres undefined),?
C=C(C)C(O)/C=C/c1ccc(OC)cc1 (centres undefined),-4%[12.9 µM]
O=c1c(O)c(-c2cccc(O)c2)oc2ccccc12,-10%
COc1cc(/C=C\c2ccc(OC)cc2OC)cc(OC)c1,-2%
O=c1c(O)c(-c2ccc(O)cc2)oc2cc(O)ccc12,6%
CC(C)=CCC/C(C)=C/CO/N=C1/[C@H]2O[C@@H]2[C@@H](O)[C@H]2[C@H]1CCn1c(=O)n(C)c(=O)n12,1%[12.9 µM]
N=C1Sc2ccccc2C2=NCCCN12,-1%
COC(=O)[C@@]1(Cc2ccccc2)[C@H]2c3cc(C(=O)N(C)C)n(Cc4c(CO)[nH]cc(C)c4=O)c3C[C@H]2CN1C(=O)c1ccccc1,1%
O=C(c1csnn1)N1CCC2(CC1)CN(c1ccccn1)C2,-3%
CCN(CC)C(C)CN1c2ccccc2Sc2ccccc21 (centres undefined),-8%
O=C(Nc1ccccc1)N1CC[C@@]2(CCCNC2)C1,1%
NCC1OC(OC2C(N)CC(N)[C@@H](O)[C@@H]2OC2O[C@H](CO)[C@@H](O[C@@H]3OC(CN)C(O)C(O)C3N)C2O)C(N)C(O)C1O (some centres undefined),10%
C=CCOC(=O)N[C@@H](c1ccccc1)[C@@H](C)[N+](=O)[O-],0%
COc1cc(O)c(C(=O)c2ccccc2)cc1O,3.5µM*
C=CCOC(=O)NC(c1ccc(F)c(F)c1)S(=O)(=O)c1ccc(Cl)cc1 (centres undefined),2%

Reformatted with each value named: entries from further up
COC(=O)[C@@]1(Cc2ccccc2)[C@H]2c3cc(C(=O)N(C)C)n(Cc4c(CO)[nH]cc(C)c4=O)c3C[C@H]2CN1C(=O)c1ccccc1
  Giardia FBPA inh: 1%
O=C(c1csnn1)N1CCC2(CC1)CN(c1ccccn1)C2
  Giardia FBPA inh: -3%
CCN(CC)C(C)CN1c2ccccc2Sc2ccccc21 (centres undefined)
  Giardia FBPA inh: -8%
O=C(Nc1ccccc1)N1CC[C@@]2(CCCNC2)C1
  Giardia FBPA inh: 1%

(cont.)
structure,Giardia FBPA inh
NC(=O)c1cc[n+](CC2=C(C(=O)O)N3C(=O)[C@@H](NC(=O)[C@@H](c4ccccc4)S(=O)(=O)[O-])[C@H]3SC2)cc1,4%
CN(C)c1nc(-c2ccccc2C(F)(F)F)nc2ccccc12,-1%
C=CCOC(=O)C(C(C)=O)C(NC(=O)OC)c1ccco1 (centres undefined),0%[12.9 µM]
CNC1[C@@H](O)C(OC2C(N)C[C@H](N)[C@@H](O[C@@H]3OC(C(C)O)C(O)C(O)C3N)C2O)OC[C@]1(C)O (some centres undefined),2%
COc1cc([C@@H]2c3cc4c(cc3[C@H](O)C3COC(=O)[C@@H]32)OCO4)cc(OC)c1OC (some centres undefined),-1%
CN(C)c1ccc(O)c2c1C[C@H]1C[C@H]3[C@@H](N(C)C)C(=O)C(C(N)=O)=C(O)[C@]3(O)C(=O)C1=C2O,-19%[21.7 µM]
COc1cccc(Nc2ncc3nc(-c4ccccc4)c(=O)n(C4CC4)c3n2)c1,-7%
Cc1cnc(CNc2ncnc3ccc(-c4cccc(NS(C)(=O)=O)c4)cc23)cn1,-6%
CC#CCN1c2ccccc2[C@]23C[C@@H](C(=O)OC)N(C(=O)CC(C)C)C2=NC(C(=O)OC)=C(C(=O)OC)[C@H]13,3%[12.9 µM]
COc1ccccc1-c1cc(=O)c2cc(O)ccc2o1,0%
C/C(=C(/CCO)SSC[C@@H]1CCCO1)N(C=O)Cc1cnc(C)nc1N,1%[21.7 µM]
O=C(c1ccncc1)N1CCC2(CC1)CCN(c1ccccc1)CC2,9%
COc1ccc(C(=O)N2CCC3(CC2)CN(Cc2ccc(C#N)cc2)C3)cc1,-2%
CCCn1c(C)nc2c(NCCN3CCCC3)nc(C)nc21,1%
C=CC1=C2C=C(C3CC3)N(C3CCCC3)C=C2C(=O)C(C)(OC(=O)c2ccco2)C1=O (centres undefined),?

Following part.
structure,Giardia FBPA inh
COc1cccc([C@@H]2Oc3ccc(OC)cc3C(=O)[C@H]2OC(=O)NS(=O)(=O)c2ccc(C)cc2)c1,6%
CCCCC/C=C\C/C=C\C/C=C\CCCCCCC(=O)O[C@H](COCCCCCCCCCCCCCCCC)COP(=O)([O-])OCC[N+](C)(C)C,0%
C=C(CC1([C@@H](NP(=O)(c2ccccc2)c2ccccc2)[C@H]2C[C@@H]2CCN(C(=O)OCC)S(=O)(=O)c2ccc(C)cc2)CC1)c1ccccc1,0%
CC(=O)NCCNc1ncncc1-c1ccccc1C,0%
COc1ccccc1/C=C\C(=O)OC[C@@H]1CCCN2CCCC[C@H]12,0%
O=C(Nc1ccccc1)N1CCC2(CC1)CCN(C(=O)Oc1ccccc1)CC2,0%
C[C@H](CCC(=O)NCC(=O)O)[C@H]1CC[C@H]2[C@H]3[C@@H](C[C@@H](O)[C@]12C)[C@]1(C)CC[C@H](O)C[C@@H]1C[C@@H]3O,6%[21.7 µM]
O=c1c(-c2ccc(F)cc2)nc2cnc(N3CCNCC3)nc2n1-c1ccccc1,15%
O=C(Nc1ccccc1)N1CC[C@@]2(CCCN(C(=O)c3ccncc3)C2)C1,1%
C=CCN1c2ccccc2[C@]23C[C@@H](C(=O)OC)N(S(=O)(=O)c4ccc(C)cc4)C2=NC(C(=O)OC)=C(C(=O)OC)[C@H]13,0%[12.9 µM]
COc1ccc2c(c1)c(CC(=O)O)c(C)n2Cc1ccc(Cl)cc1,19%
CN1CCN(c2ncnc3ccc(-c4ccc5c(c4)OCO5)cc23)CC1,-14%
Nc1nc(Cl)nc2c1ncn2[C@@H]1O[C@H](COP(=O)(O)OP(=O)(O)OP(=O)(O)O)[C@H](O)[C@H]1O,-2%
Cc1noc(C)c1-c1nc(Nc2ccc(F)cc2)c2ccccc2n1,-17%
C=C(C)C(O)/C=C/CCCCCCC (centres undefined),-8%[12.9 µM]

(further entries)
structure,Giardia FBPA inh
CN(C)C(=O)c1ccc(-c2nc(N(C)C)c3ccccc3n2)cc1,-19%
COC(=O)N1[C@H](C)C=C[C@]1(Cc1ccccc1)C(=O)NCc1ccc(C)o1,-6%
C[C@]1(C(=O)NCC2CC2)C=C[C@@H](Cc2ccccc2)N1C(=O)c1ccccc1,3%
COc1ccccc1-c1nc(Nc2ccncc2)c2ccccc2n1,-7%
COc1ncc2nc(CCc3ccccc3)c(=O)n(Cc3ccc(F)cc3)c2n1,-4%
c1cncc(-c2cncnc2NCc2cccs2)c1,8%
CN(C)Cc1ccccc1-c1cc(Nc2ccccc2)ncn1,-6%
CN1CCN(c2ncc3nc(-c4ccc(Cl)cc4)c(=O)n(-c4ccccc4)c3n2)CC1,1%
CCC1=C(OC(=O)N(CC)CC)N2C(=O)OC(=NCCOC)[C@]2(C)[C@H]2C1=CC[C@H]1C(=O)N(C)C(=O)[C@H]12,0%
O=C(c1cnccn1)N1CCC2(CC1)CN(c1ccccc1)C2,-13%
COc1cccc(Cn2c(=O)cnc3cnc(Oc4ccccc4)nc32)c1,-23%
O=C(c1ccco1)N1CCC2(CCCN(c3ncccn3)C2)CC1,2%
Cn1cccc1C(=O)N1CCC2(CC1)CCN(c1ccccn1)CC2,-7%
CCN1C(=O)[C@H]2[C@H]3[C@H](O)[C@H](O)C/C(=N/NC(=O)OCc4ccc(OC)cc4)[C@H]3CC[C@@H]2C1=O,-1%[12.9 µM]
N[C@@H](CCCC(=O)O)C(=O)O,-1%
CCCC[C@@H]1C[C@H]1[C@@H](NP(=O)(c1ccccc1)c1ccccc1)c1ccccc1OC,1%
